# Source: PubChem BioAssay (Icahn School of Medicine at Mount Sinai)
# ROC1-CUL1 inh = human ROC1-CUL1 E3 ligase inhibition | inhibition, % at 10 µM | hit rate 0.6% among 140,000 | in vitro K48 di-Ub FRET, acceptor:donor ratio, 45 min | P62877+Q13616 | AID 1347404; in the data active = inhibition above about 25%
# Target sequence (P62877 whole entry, looked up): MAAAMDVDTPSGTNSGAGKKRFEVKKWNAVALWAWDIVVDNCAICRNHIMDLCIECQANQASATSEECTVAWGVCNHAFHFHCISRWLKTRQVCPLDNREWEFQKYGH
# Target sequence (Q13616 whole entry, looked up): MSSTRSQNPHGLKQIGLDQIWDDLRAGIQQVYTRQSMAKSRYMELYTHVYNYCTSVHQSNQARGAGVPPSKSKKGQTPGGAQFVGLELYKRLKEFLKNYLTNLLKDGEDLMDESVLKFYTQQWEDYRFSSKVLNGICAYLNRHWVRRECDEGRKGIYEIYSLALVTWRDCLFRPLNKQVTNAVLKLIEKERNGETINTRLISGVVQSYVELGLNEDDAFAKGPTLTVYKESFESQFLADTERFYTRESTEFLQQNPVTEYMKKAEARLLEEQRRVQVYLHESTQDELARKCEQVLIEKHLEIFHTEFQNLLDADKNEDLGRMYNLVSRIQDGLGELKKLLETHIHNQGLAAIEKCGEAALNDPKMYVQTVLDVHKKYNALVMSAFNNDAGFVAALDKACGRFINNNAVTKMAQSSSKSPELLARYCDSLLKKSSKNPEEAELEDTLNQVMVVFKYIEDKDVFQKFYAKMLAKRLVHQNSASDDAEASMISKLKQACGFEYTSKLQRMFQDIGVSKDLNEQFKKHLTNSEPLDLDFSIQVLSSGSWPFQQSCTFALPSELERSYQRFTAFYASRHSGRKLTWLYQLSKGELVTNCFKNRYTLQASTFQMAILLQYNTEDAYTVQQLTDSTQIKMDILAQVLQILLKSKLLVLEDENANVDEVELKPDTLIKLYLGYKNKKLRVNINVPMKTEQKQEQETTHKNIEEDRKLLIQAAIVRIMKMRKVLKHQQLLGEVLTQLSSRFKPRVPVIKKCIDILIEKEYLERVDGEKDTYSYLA
# The depositor's hits bear a star; & = joins results of further samples. A portion of the library; count on the stated rates, not on these rows.
SMILES,ROC1-CUL1 inh
c1ccc2c(c1)n(CCN1CCOCC1)c1nc(C34CC5CC(CC(C5)C3)C4)cn21,0
CCS(=O)(=O)N1CCC(C(=O)NC)CC1,-1
Cc1ccc(C)c(N2CCN(CCCNC(=O)c3ccc4nc(CCc5ccccc5)oc4c3)CC2)c1,-8
CN(C)S(=O)(=O)Nc1ccc(N2CCC(NCc3ccc(OC(F)(F)F)cc3)CC2)cc1,-5
Cc1ccc(N=c2sc(C3=c4cc(C)cc(Br)c4=NC3=O)c(O)n2-c2ccc(C)cc2)cc1,3
CC(C)c1cccc(C(C)C)c1NC1NS(=O)(=O)C2CCCCC12 (stereo not given),2&0
COc1cc(-c2noc(-c3ccc(N4CCCC4)c([N+](=O)[O-])c3)n2)cc(OC)c1OC,-4
CCOC(=O)CC1COCCN1C(=O)c1cc(COc2ccccc2F)[nH]n1 (stereo not given),-1
Cc1nn(C)c(C(=O)Nc2cccc(Cn3nc(C)c(Br)c3C)c2)c1Br,0
COc1cccc2c1OCC(NCCOC(C)C)C2 (stereo not given),-2
CC(NC(=O)c1cccc(C(=O)NC(C)c2ccccc2)c1)c1ccccc1 (stereo not given),2
O=C(Nc1cccc(Cl)c1)c1c(NC(=O)C(F)(F)F)sc2c1CCCC2,1
CSc1ccc(C(=O)N2CCC(C(Cc3ccccc3F)N(C)C(=O)c3ccoc3C)CC2)cc1 (stereo not given),-7
Cc1oc2ncnc(N3CCCCC3)c2c1C(=O)NCC1CCN(Cc2ccc(F)cc2)CC1,5
COc1ccc(S(=O)(=O)N2CCSC2c2cc(Br)ccc2OC)cc1C (stereo not given),4
CCN(CC)CCCOC(=O)C(c1ccccc1)c1ccccc1,5
CCOc1ccccc1NC(=O)C1C(C)=NC(=S)NC1c1ccc(N(C)C)cc1 (stereo not given),13
CCOC(=O)N1CCN(C(=O)CC2c3ccccc3Oc3ccccc32)CC1,15
COc1ccc(/C=C2/SC(=Nc3cccc(C)c3)NC2=O)c(OC)c1,-21
CCOc1cccc2sc(=NC(=O)c3ccc(S(=O)(=O)N4CCOCC4)cc3)n(C)c12,-8
Cc1nc(C(C)N(C)Cc2c(C(=O)N3CCCCC3)nc3sccn23)c(C)s1 (stereo not given),-3
CO[C@H]1[C@H](NC(=O)c2ccco2)c2ccccc2C12CCN(Cc1[nH]c3c(C)cccc3c1C)CC2,-2
COc1ccc(-c2cccc(NS(=O)(=O)c3cc(C)ccc3OC)c2)nn1,10
CC(=O)NC1C(=O)N(Cc2ccccc2Cl)c2ccccc21 (stereo not given),18
CCOc1ccc(NC(=O)Cn2cc(C(=O)c3ccc(C)c(C)c3)c(=O)c3cc4c(cc32)OCCO4)cc1,1
O=c1c(C(O)=Nc2ccccn2)n[nH]n1-c1ccccn1,2
CCOC(=O)N1CCN(C2c3ccccc3CSc3ccc(C)cc32)CC1 (stereo not given),8
CCOc1cc(/C=C2\SC(=O)N(Cc3ccc(F)cc3)C2=O)ccc1O,10
COc1cccc(CNC(=O)c2c(C)nn(-c3ccc(F)cc3)c2-n2cccc2)c1,-3
COc1ccc(OC2CCN(C(=O)C3CC3)CC2)c(C(=O)NC2CCCc3ccccc32)c1 (stereo not given),5
CC(C)(C)N1C(=O)N=C(c2ccccc2)c2ccccc2S1=O (stereo not given),4
Oc1c(Br)cc(/C=C/c2ccc3cccc(O)c3n2)cc1Br,4
CC(NC(=O)c1cccnc1)c1cc2c(cc1Br)OCCO2 (stereo not given),-5
CCOC(=O)COc1ccc(-c2nc3ccccc3s2)cc1OC,-8
CC(C)(C)OC(=O)N1CCC(c2c(C(=O)N3CCc4ccccc4C3)cnn2-c2ccc(F)cc2)CC1,1
COc1cc(CNc2ccc(Oc3ccccc3)cc2)cc(Cl)c1OCc1ccc(F)cc1,-5
CC1CCCN(c2nc3c(-c4ccc(Cl)cc4)nnn3c3ccccc23)C1 (stereo not given),-1
O=C(Nc1ccc(OC(=O)c2ccc(Br)o2)cc1)c1ccc(Br)o1,-6
N#Cc1c(N)nc2c(c1-c1cccc(Br)c1)CCCCCCCCCC2,-4
N#Cc1cc2c(nc1SCC(=O)O)CCCCC2,-3
Cc1nc(N(C)C2CCCCC2)ncc1C(C)NC(=O)c1ccnn1C (stereo not given),4
CCCCOC(=O)c1ccc(OC(=O)c2ccccc2C)cc1,1
COc1ccc(N=Nc2c(C)[nH]c3ccccc23)cc1,5
O=S(=O)(Cc1ccccc1F)Nc1ccc(F)c(F)c1,-3
Cc1occc1C(=O)N(C)C(Cc1ccccc1)C1CCN(C(=O)c2cnn(-c3ccccc3)c2)CC1 (stereo not given),-13
CCOC(=O)c1ccc(NC(=O)[C@H]2O[C@@H]3OC(C)(C)O[C@@H]3[C@H]3OC(C)(C)O[C@H]32)cc1,7
CCNC(=O)c1nn(-c2ccccc2C)nc1CO,-7
CC(C)Cn1c(-c2cccc(Br)c2)nc2ccccc21,4
CC(C)=CCC1(c2ccccc2)C(=O)c2ccccc2C1=O,-6
CC1=NC(=O)NC(c2ccc(Cl)cc2Cl)C1C(=O)Nc1cccc(C)c1C (stereo not given),6
Cc1ccc(S(=O)(=O)c2nc(-c3cccc(C)c3)oc2N2CCN(c3ccccc3)CC2)cc1,-7
CCCOC(=O)c1ccc(OCC(O)Cn2c(CCC)nc3ccccc32)cc1 (stereo not given),-7
CCC1CCc2nc3sc(C(=O)Nc4ccc(C(C)=O)cc4)c(N)c3cc2C1 (stereo not given),-7
Cc1ccc(-c2noc(CCCC(=O)NCc3ccco3)n2)cc1,0
CCOC(=O)c1cc(-c2ccccc2)sc1NC(=O)CN1CCCCC1,3
CCOc1ccc(C2C3C(=O)CC(C)(C)CC3=Nc3ccccc3N2C(=O)C(F)(F)F)cc1 (stereo not given),5
O=C(Cn1c(=O)n(Cc2nc(-c3ccccc3)no2)c(=O)c2cc3c(cc21)OCO3)Nc1ccccc1,-8
Cc1oc(-c2ccc(C(F)(F)F)cc2)nc1CN1CCC[C@H]1C(N)=O,0
O=C1CC(C(=O)Nc2ccccc2)N=C(N2CCOCC2)N1 (stereo not given),10
Cc1ccc2c(c1)c1c(n2CC(O)CN2C(=O)CNC2=O)C(=O)CCC1 (stereo not given),0
# New compounds follow
SMILES,ROC1-CUL1 inh
CN(Cc1ccn[nH]1)C(=O)c1ccc(C2CCCN2C(=O)c2ccoc2)s1 (stereo not given),10
O=c1cc(-c2ccccc2)n2c(-c3ccccc3)nn(-c3ccccc3)c2n1,8
Cc1cc(C)c(NC(=O)c2cc(S(=O)(=O)N3CCCC3)cn2C)c(C)c1,-10
CCCCc1ccc(NC(=O)c2ccn(CC)n2)cc1,-2
CN1CCN(c2nc(CSc3ncccn3)cc(=O)[nH]2)CC1,11
COc1ccccc1C1Nc2c(Cl)ccc(C(F)(F)F)c2C2C=CCC21 (stereo not given),-1
O=C(Nc1cc(Cl)ccc1Cl)c1ccc(N2CCOCC2)cc1,6
COc1ccccc1N1CCN(C(=O)CCn2nc(C)c(S(=O)(=O)N3CCCC3)c2C)CC1,-5
O=C(CSc1nnc(Cc2ccccc2)o1)Nc1cccc(C(F)(F)F)c1,7
CCC(C)NS(=O)(=O)c1ccc(NC(=O)c2cccc(NC(=O)C(C)C)c2)cc1 (stereo not given),15
Cc1oc(-c2cccc3ccccc23)nc1CN(C)Cc1cccc2ncccc12,1
CCC(C)(C)c1ccc(OCC(N)=O)cc1,3
Cc1c(-c2nnc(-c3ccc(C(F)(F)F)cc3)o2)cnn1-c1ccccc1,7
Cn1nnnc1SCCCNCc1cc(Cl)ccc1OCc1ccccc1F,-4
COC(=O)CN(C)C(=O)CC1(c2ccccc2)CC(=O)N(CCCOc2cccnc2)C1=O (stereo not given),0
CCOc1ccc(C(=O)C2C(=O)C(=O)N(CCN(C)C)C2c2ccc(C)o2)cc1Cl (stereo not given),-2
O=C(NCCO)c1ccc(-c2nnc(Nc3ccc(OC(F)(F)Cl)cc3)c3ccccc23)cc1,-9
O=C1c2cccc3cccc(c23)C(=O)N1c1ccc(F)cc1,-3
C#CCC1(O)c2ccccc2CSc2ccccc21 (stereo not given),0
CC(C)CCCC(C)NS(=O)(=O)c1ccc(N)cc1 (stereo not given),0
COc1ccc(CNC(=O)CCc2cn(C)c3ccccc23)cc1,-1
N#CC1C(=N)OC2=C(COC/C2=C\c2ccccc2C(F)(F)F)C1c1ccccc1C(F)(F)F (stereo not given),-2
CCOC(=O)c1c(C)n(-c2ccccc2)c2cc([N+](=O)[O-])c(O)c([N+](=O)[O-])c12,0
Cn1c(C2CCCCCN2)cc2ccccc21 (stereo not given),-9

# Ordered by the number under ROC1-CUL1 inh (smallest number first): some entries from above.
SMILES,ROC1-CUL1 inh
Cn1c(C2CCCCCN2)cc2ccccc21 (stereo not given),-9
O=C1c2cccc3cccc(c23)C(=O)N1c1ccc(F)cc1,-3
N#CC1C(=N)OC2=C(COC/C2=C\c2ccccc2C(F)(F)F)C1c1ccccc1C(F)(F)F (stereo not given),-2
CCOC(=O)c1c(C)n(-c2ccccc2)c2cc([N+](=O)[O-])c(O)c([N+](=O)[O-])c12,0

# Next section:
SMILES,ROC1-CUL1 inh
CCN=C1CC=CC=C(C(=O)/C=C/c2cccc(OC)c2OC)C1=O,-3
CCOCCOC(=O)C1C(C)=NC(=O)NC1c1ccccc1F (stereo not given),4
COC(=O)c1c(OC)cccc1Oc1nc(OC)cc(OC)n1,2
O=C(CN1C(=O)COc2ccc(S(=O)(=O)N3CCCCCC3)cc21)NCCc1ccccc1,-3
O=C1CCCN1CCC1CCN(c2nncc(-c3cccc(F)c3)n2)CC1,0
COc1cc(OC)c(NC(=O)c2nnn(Cc3ccc(C)cc3)c2N)cc1Cl,7
Clc1cncc(-c2ccccc2)n1,-2
CCOc1ccc(C(=O)Nc2ccccc2C(=O)NC)cc1,-1
CCN(CC)C(=O)C1CCCN(C(=O)Cn2nnnc2CN2CCCCCC2)C1 (stereo not given),-1
COc1ccccc1C(=O)Nc1cccc(NC(=O)c2ccccc2OC)n1,10
Cc1scc(-c2csc(C)c2C)c1C,-7
O=C(Nc1nc2c(s1)CCCC2)c1ccc2c(c1)OCO2,8
COc1cccc(NC(=O)Cn2c(=O)cc(C)c3c(C)nn(-c4cccc(F)c4)c32)c1,4
CC(=O)Nc1ccc(OC(=O)c2ccccc2Br)cc1,0
CCOc1cc(Br)ccc1S(=O)(=O)N1CCC(C(N)=O)CC1,0
Cc1n[nH]c(C)c1Sc1nc(-c2ccccc2)c(-c2ccccc2)[nH]1,-3
COC(=O)c1sc(-c2ccccc2)cc1NC(=O)Nc1ccc(F)cc1,-4
Nc1ccc(Oc2ccc3nc(-c4ccc(C(=O)c5ccccc5)cc4)c(-c4ccccc4)nc3c2)cc1,-3
CCOCN(C(=O)CSc1nc2ccccc2[nH]1)c1c(C)cccc1CC,-1
CC(=O)NC(N(Cc1ccccc1)Cc1ccc2c(c1)OCO2)(C(F)(F)F)C(F)(F)F,-4
CC(C)CC(=O)NC(=S)Nc1ccc(O)cc1,-2
CC1CCN(S(=O)(=O)c2ccc3c(ccc(=O)n3CC(=O)Nc3ccc(C(C)C)cc3)c2)CC1,-5
Oc1ccc(NCc2ccc(Cl)cc2)cc1,94*
CC(C)(C)C(=O)Nc1cccc(C(=O)NC2CCCCC2)c1,-5

# Sorted by SMILES length (largest number first): 18 of the compounds above.
SMILES,ROC1-CUL1 inh
Nc1ccc(Oc2ccc3nc(-c4ccc(C(=O)c5ccccc5)cc4)c(-c4ccccc4)nc3c2)cc1,-3
CC1CCN(S(=O)(=O)c2ccc3c(ccc(=O)n3CC(=O)Nc3ccc(C(C)C)cc3)c2)CC1,-5
COc1cccc(NC(=O)Cn2c(=O)cc(C)c3c(C)nn(-c4cccc(F)c4)c32)c1,4
O=C(CN1C(=O)COc2ccc(S(=O)(=O)N3CCCCCC3)cc21)NCCc1ccccc1,-3
Cc1n[nH]c(C)c1Sc1nc(-c2ccccc2)c(-c2ccccc2)[nH]1,-3
COc1cc(OC)c(NC(=O)c2nnn(Cc3ccc(C)cc3)c2N)cc1Cl,7
CCN(CC)C(=O)C1CCCN(C(=O)Cn2nnnc2CN2CCCCCC2)C1 (stereo not given),-1
COC(=O)c1sc(-c2ccccc2)cc1NC(=O)Nc1ccc(F)cc1,-4
COc1ccccc1C(=O)Nc1cccc(NC(=O)c2ccccc2OC)n1,10
CCOc1cc(Br)ccc1S(=O)(=O)N1CCC(C(N)=O)CC1,0
CC(C)(C)C(=O)Nc1cccc(C(=O)NC2CCCCC2)c1,-5
CCOCCOC(=O)C1C(C)=NC(=O)NC1c1ccccc1F (stereo not given),4
CCOc1ccc(C(=O)Nc2ccccc2C(=O)NC)cc1,-1
CC(=O)Nc1ccc(OC(=O)c2ccccc2Br)cc1,0
CC(C)CC(=O)NC(=S)Nc1ccc(O)cc1,-2
Oc1ccc(NCc2ccc(Cl)cc2)cc1,94*
Cc1scc(-c2csc(C)c2C)c1C,-7
Clc1cncc(-c2ccccc2)n1,-2

# (cont.)
SMILES,ROC1-CUL1 inh
O=S(=O)(c1ccc(Cl)cc1)C1Cc2ccccc2C1Cl (stereo not given),0
Cc1nn2c(=O)cc(COC(=O)c3cccc(NC(=O)c4ccc(F)cc4)c3)nc2s1,-12
C/C(=N/NC(=O)Nc1ccccc1)c1ccc(-c2ccccc2)cc1,1
Cc1cc(C)cc(NC(=O)CCC(=O)N2CCSc3ccccc32)c1,-3
COc1ccccc1CNC(=O)C1CCN(S(=O)(=O)c2ccc3c(ccn3C)c2)CC1,-5
CCOC(=O)CSc1nc2sc3c(c2c(=O)n1Cc1ccccc1)CC(C(C)C)OC3 (stereo not given),-2
Cc1nc(-c2cccc(F)c2)sc1CCNC(=O)C(=O)Nc1ccc2c(c1)OCO2,3
c1ccc(C2(c3ccccc3)N=NC3C4CCC(C4)C32)cc1 (stereo not given),-6
CCCCNC(=O)C1CCCN(c2nc(C)c3ccc(OC)cc3n2)C1 (stereo not given),7
COc1ccc(CCNC(=O)C2CCN(c3nc(C)c4ccc(S(C)(=O)=O)cc4n3)CC2)cc1,-2
Cc1cccc2cc(-c3ccccc3)cn12,-1
CN(C(=NS(=O)(=O)c1ccccc1)C(F)(F)F)c1ccccc1,-7
CC1CCN(S(=O)(=O)c2ccc(NC(=O)C(F)(F)F)cc2)CC1,0
CC1(C)COC(c2cc3ccc2CCc2ccc(cc2Sc2ccccc2)CC3)=N1,-2
Cc1cccc(N=Nc2c(C(F)(F)F)[nH][nH]c2=O)c1,-3
O=[N+]([O-])c1ccc(Sc2ncccn2)nc1,1
